DUSP3 inh – inhibitors of human VHR1 phosphatase (DUSP3). AID 1654. P51452. inhibition, % at 13.3 µM. 0.52% of 290,000 active. recombinant VHR phosphatase, pNPP absorbance; in the data active means inhibition above about 50%; further: some compounds called inactive have numbers as strong as hits
Target sequence (P51452 whole entry, looked up): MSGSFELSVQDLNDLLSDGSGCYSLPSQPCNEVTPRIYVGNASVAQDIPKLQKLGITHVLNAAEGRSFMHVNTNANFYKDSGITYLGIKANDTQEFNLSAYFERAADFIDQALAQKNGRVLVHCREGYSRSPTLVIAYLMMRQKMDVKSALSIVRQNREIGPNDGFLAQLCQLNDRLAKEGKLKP
PriA SSB inh – inhibitors of Klebsiella pneumoniae PriA binding to SSB C-terminal tail | AlphaScreen SSBct-PriA binding, biotinylated peptide | inhibition, % at 33 µM | 0.6% of 430,000 active; in the data active means inhibition mostly above about 37%, no sharp cut-off; inactive means mostly below about 20%;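 further: plate controls were negative control peptide for no effect and reference peptide for full effect; strong numbers were not always called active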
MazF activator – MazEF (E. coli) toxin RNase activation; P0AE70; FAM/BHQ RNA-DNA oligo cleavage fluorescence, 5 h; activation, % at 20 µM; 0.32% of 350,000 active; in the data active means activation above about 50%
Target sequence (P0AE70 whole entry, looked up): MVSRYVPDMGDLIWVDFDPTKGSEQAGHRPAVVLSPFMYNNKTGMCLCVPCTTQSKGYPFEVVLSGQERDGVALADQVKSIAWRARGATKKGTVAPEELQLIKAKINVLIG
Yp Topo-I inh – inhibitors of Yersinia pestis topoisomerase I; Y. pestis Topo-I cleavage product accumulation, plate reader; activity, % at 10 µM; 0.064% of 360,000 active; in the data active means activity above about 50%, passing the limit was not always enough; further: inactives centre near 2
PfHsp40 rescue – compounds rescuing yeast from Plasmodium falciparum HSP40 toxicity | AID 504582 | 0.68% of 340,000 active | growth rescue, % at 12.5 µM | S. cerevisiae expressing PfHsp40, growth rescue, ATP luminescence; in the data active means growth rescue above about 28%, passing the limit was not always enough;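 further: yeast W303a lacking pdr1 and pdr3 grown in galactose medium; growth measured after three days at 30 °C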
Rv3671c protease – inhibitors of M. tuberculosis serine protease Rv3671c; AID 2606; 0.048% of 320,000 active; inhibition, % at 5.96 µM; P9WHR9; in the data active means inhibition above about 38%;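 further: extracellular domain of Rv3671c used as enzyme; 0% = enzyme with DMSO and 100% = no enzyme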
Target sequence (P9WHR9 whole entry, looked up, the tested form may be a part): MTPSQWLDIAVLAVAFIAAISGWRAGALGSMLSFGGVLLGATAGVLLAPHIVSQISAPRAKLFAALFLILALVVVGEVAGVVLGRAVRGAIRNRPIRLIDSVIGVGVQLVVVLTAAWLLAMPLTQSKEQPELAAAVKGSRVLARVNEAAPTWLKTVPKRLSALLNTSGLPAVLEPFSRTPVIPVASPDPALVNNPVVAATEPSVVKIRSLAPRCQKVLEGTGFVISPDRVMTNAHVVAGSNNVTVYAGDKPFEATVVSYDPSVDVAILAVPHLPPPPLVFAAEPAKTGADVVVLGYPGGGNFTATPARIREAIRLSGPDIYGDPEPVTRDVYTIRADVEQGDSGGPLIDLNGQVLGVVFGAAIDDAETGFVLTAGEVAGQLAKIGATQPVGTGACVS
Anthrax LF inh2 – inhibitors of Bacillus anthracis lethal factor protease; P15917; multiplex microsphere protease cleavage assay, LF; inhibition, % at 10 µM; 0.12% of 360,000 active; in the data active means inhibition above about 30%; further: plate controls were buffer without enzyme for full effect and enzyme alone for no effect
BH1578 lux ind – inducers of Vibrio cholerae quorum light production without autoinducers; V. cholerae BH1578 lux reporter, luminescence, 6 h; activation, % at 18.7 µM; 0.16% of 350,000 active; AID 588436; in the data active means activation mostly above about 9.7%, no sharp cut-off; further: not every result past the cut was called active; inactives centre near 0; reference of the scale not given here
SARS 3CLpro inh – SARS-CoV 3CLpro protease inhibition; recombinant SARS-CoV 3CLpro, quenched FRET peptide cleavage; 0.14% of 290,000 active; inhibition, % at 6 µM; P0C6X7; AID 1706; in the data active means inhibition above about 12%
TcdB inh – blocks C. difficile toxin B glycohydrolase activity. P18177. 0.24% of 350,000 active. TcdB glycohydrolase enzymatic assay, plate reader. inhibition, % at 9.99 µM; in the data active means inhibition above about 10%
* marks the source's active call; other numbers are inactive results; i = inactive; · = not tested or not shown; & = joins results of further samples. Some of the compounds tested (hit frequency here may not be typical).

nr	SMILES	DUSP3 inh	PriA SSB inh	MazF activator	Yp Topo-I inh	PfHsp40 rescue	Rv3671c protease	Anthrax LF inh2	BH1578 lux ind	SARS 3CLpro inh	TcdB inh
1	O=C1c2ccccc2C(O)(c2ccccc2)N1c1ccc([N+](=O)[O-])cc1Cl (stereo unspecified)	·	-5.5	-0.3	-2.4	204.5*	·	2.2	-5.9	·	-1.1
2	O=S(=O)(c1cc(Cl)cc(Cl)c1)N1CCCC1c1nc2ccccc2s1 (stereo unspecified)	4.4	-29.8	4.3	2.7	0.1	-1.1	-2.3	3.2	1.3	·
3	Cc1cccc(-c2noc(-c3c(C)noc3C)n2)c1	33.1	-7.7	-14.3	1.7	·	8.2	10.8	i	-3.3	-0.6
4	COc1cc2c(cc1OC)CN(C(=O)c1ccc(S(=O)(=O)N(C)c3ccccc3)cc1)CC2	22.2	-2.4	-10.7	3.6	2.8	-17.5	-5.3	-1.2&4.3	6.3	1.2
5	CCC1(c2ccc(F)cc2)NC(=O)N(CC(=O)Nc2cccc(S(=O)(=O)N3CCOCC3)c2)C1=O (stereo unspecified)	·	1.8	-1.3	2.5	1.3	·	-11.8	i	·	1.7
6	O=c1c(Cl)c(N2CCN(c3ccc(F)cc3)CC2)cnn1C12CC3CC(CC(C3)C1)C2	32.8	0.7	8.4	22.9	1.2	-3.6	1.7	-0.3	-0.8	0.1
7	CCCCN(CC)Cc1c(O)ccc2c3c(c(=O)oc12)CCC3	13.1	-11.0	10.7	-5.2	-0.8	5.3	·	i	2.1	1.2
8	CCN1CCN(Cc2nc(N)nc(Nc3ccc(C)c(C)c3)n2)CC1	18.0	28.5	2.3	-0.7	0.4	5.5	-1.0	-2.1	1.6	·
9	CNC(=O)c1ccc(N(Cc2ccccc2C)S(C)(=O)=O)cc1	24.9	-11.6	-2.1	-0.6	1.1	2.1	-3.0	i	0.2	·
10	N#Cc1ccc(NC(=O)CN2CCCC2)cc1Cl	2.5	2.1	-36.8	2.2	-0.9	2.1	-1.0	-3.0	-4.8	1.7
11	CN(C)C(=O)CCc1ccc2c3c([nH]c2c1)[C@]1(C)[C@@H](C(=O)N2CCOCC2)C[C@H](CC(=O)NCc2ccco2)C(=O)N1CC3	·	-2.8	-0.7	-0.3	-1.6	·	-8.6	-1.1	·	0.7
12	CCOC(=O)C(NC(=O)CC)(Nc1ccc(S(N)(=O)=O)cc1)C(F)(F)F (stereo unspecified)	1.4	-5.9	-2.9	7.3	-0.4	3.0	-5.3	-2.4	7.3	1.0

Additional compounds follow:
nr	SMILES	DUSP3 inh	PriA SSB inh	MazF activator	Yp Topo-I inh	PfHsp40 rescue	Rv3671c protease	Anthrax LF inh2	BH1578 lux ind	SARS 3CLpro inh	TcdB inh
13	C/C(=N\NS(=O)(=O)c1ccc(Cl)cc1)c1ccc(NC(=O)c2ccco2)cc1	-6.1	·	3.0	0.5	0.9	-4.9	0.8	-0.2	-1.6	0.3
14	O=C(/C=C/c1ccccc1)NCCOc1ccccc1	-8.5	-13.8	3.1	-0.9	0.2	5.0	-2.2	-0.4	5.2	-1.6
15	CS(=O)(=O)Nc1cccc(C2=NN(S(C)(=O)=O)C(c3ccc4c(c3)OCO4)C2)c1 (stereo unspecified)	-8.5	0.0	0.1	-3.7	-0.9	-5.3	0.2	-0.4	1.8	·
16	O=C(CN1C(=O)COc2ccccc21)NCCCN1CCN(Cc2ccccc2)CC1	1.8	-3.6	4.3	2.1	-0.3	4.1	3.4	i	5.7	·
17	O=C1NC(=S)N/C1=C/c1cccn1-c1ccc([N+](=O)[O-])cc1	18.4	11.6	12.5	-2.4	-2.0	9.2	-10.5	-0.3	3.8	1.4
18	Cc1ccc(S(=O)(=O)N2CCCCC2CCNC(=O)C(=O)NCC2CCCO2)cc1 (stereo unspecified)	·	-6.4	-0.4	21.1	-0.8	10.3	-1.7	i	·	0.6
19	COc1cc(NC(=O)COC(=O)C2CC2)c(C)cc1[N+](=O)[O-]	2.6	6.5	-0.7	-2.8	-0.5	-0.4	0.5	-0.1	3.6	·
20	COc1cccc(CNC(=O)CN2C(=O)c3ccccc3S2(=O)=O)c1	·	-14.2	0.2	-4.8	-1.2	-9.3	-2.5	i	·	0.3
21	O=C(NC1CCCC1)c1ccc(COCC(F)(F)F)o1	-0.2	-3.2	3.4	6.5	-0.2	-6.1	2.8	i	-0.6	0.4
22	CCCNC(=O)c1cc(C2CCCCN2C(=O)c2cc(OC)c(C)c(OC)c2)on1 (stereo unspecified)	·	·	·	2.1	·	·	-1.5	-0.4	·	1.4
23	C#CCn1cnc2c(oc3ccccc32)c1=O	10.8	-8.7	-7.7	-1.7	-0.3	0.2	·	2.5	0.4	·
24	CCC(c1nnnn1Cc1ccco1)N(CCc1ccccc1)Cc1cc2cccc(C)c2[nH]c1=O (stereo unspecified)	2.4	10.7	6.3	19.8	-0.2	-3.4	1.0	-0.5	-5.8	·

Remaining list, next part:
nr	SMILES	DUSP3 inh	PriA SSB inh	MazF activator	Yp Topo-I inh	PfHsp40 rescue	Rv3671c protease	Anthrax LF inh2	BH1578 lux ind	SARS 3CLpro inh	TcdB inh
25	COCCCNC(=O)C(C#N)c1nc2ccccc2nc1N1CCN(Cc2ccccc2)CC1 (stereo unspecified)	21.4	-11.2	-3.2	14.7	0.7	·	·	i	0.5	·
26	CN(CC(=O)Nc1ccccc1Br)C(=O)c1ccccc1Cc1ccccc1	·	1.6	-0.4	10.4	1.0	0.7	0.1	i	·	-0.3
27	CCOc1nc(Nc2cc(Cl)ccc2OC)nc(OCC)n1	8.7	-8.8	-7.9	6.8	-0.8	3.0	-5.1	-0.2	-5.3	·
28	Cc1ccc(NC(=O)COc2cccc3c2OC(C)(C)C3)c(O)c1	·	1.7	1.3	4.6	-0.2	0.0	1.3	-0.1	·	1.5
29	CCC1(C)OC(c2ccccc2)=C/C(=C/C=C2C(=O)NC(=O)NC2=O)O1 (stereo unspecified)	-6.3	35.9	67.0*	8.3	-0.4	·	-2.5	-0.3	-7.3	1.0
30	Cc1ccc(C)c(NC(=O)C2CC(=O)N(C3CCCCC3)C2)c1 (stereo unspecified)	11.8	-3.8	-19.3	6.9	-1.1	-1.1	-9.3	i	2.4	0.5
31	Cc1ncn(C23CC4CC(CC(O)(C4)C2)C3)n1	25.0	-8.2	-0.5	4.2	-1.3	1.8	-0.3	0.9	1.4	·
32	Cc1ccc(-n2c(N)c(C(=O)Nc3c(C)n(C)n(-c4ccccc4)c3=O)c3nc4ccccc4nc32)cc1	12.6	-4.0	-7.6	4.3	-0.5	2.6	1.2	-0.2	1.6	0.7
33	COc1cc(/C=N/Nc2nc(C)nc3c2cnn3-c2ccccc2)ccc1O	28.6	·	-10.6	-20.3	3.1	·	-6.4	i	-4.7	2.0
34	O=C(NC(=S)Nc1ccc(N2CCOCC2)cc1)c1ccc2c(c1)OCCO2	-11.3	3.8	3.0	12.1	0.7	4.9	-0.8	i	6.2	·
35	Cc1cc(NC(=O)CSc2nc(=O)cc(N)n2-c2ccc(C)c(C)c2)no1	12.5	-19.3	-4.3	5.2	-0.2	-10.4	0.0	i	-1.5	0.5
36	CC(C)CCOc1ccc(Cl)cc1CN1CCOCC1	6.9	-44.2	-3.8	5.6	-0.1	-2.1	-2.6	i	1.2	·

(next part)
nr	SMILES	DUSP3 inh	PriA SSB inh	MazF activator	Yp Topo-I inh	PfHsp40 rescue	Rv3671c protease	Anthrax LF inh2	BH1578 lux ind	SARS 3CLpro inh	TcdB inh
37	Cc1cn([C@H]2C[C@H](O)[C@@H](CNCc3ccc(N4CCN(C)CC4)cc3F)O2)c(=O)[nH]c1=O	·	·	0.6	-2.3	·	·	-4.0	-0.2	·	2.9
38	CC1CCC(NC(=O)COC(=O)CNC(=O)c2ccc3ccccc3c2)CC1 (stereo unspecified)	·	1.8	6.4	17.6	1.4	0.1	-3.4	-1.8	·	0.1
39	COc1ccccc1N(CC(=O)NCCN1CCOCC1)S(=O)(=O)c1ccc(C)cc1	·	-2.2	-8.6	0.0	0.1	9.5	1.7	-14.3	·	-1.5
40	CN(C)P(=NC(=O)COc1ccc(Cl)cc1Cl)(N(C)C)N(C)C	13.6	-27.5	-4.1	6.3	0.5	1.3	-0.4	2.4	-0.9	1.2
41	COc1ccnc(CSC(N)=Nc2ccccc2OC)c1	7.5	40.4*	3.1	-4.1	0.3	-15.7	-0.1	-7.7	-3.1	·
42	CCOC(=O)N1CCN(Cc2nc3c(c(=O)[nH]c(=O)n3C)n2CCCc2ccccc2)CC1	40.7	-15.2	0.3	25.1	1.3	-2.4	0.0	-4.2	-2.3	1.9
43	CCC(=O)Nc1cc(C(=O)N2CCC3(CC2)OCCO3)ccc1S(=O)(=O)c1ccc(C)cc1	7.1	-16.0	-7.7	3.7	1.5	5.5	-1.0	0.5	-4.1	·
44	O=C(NC1CCN(c2ncccn2)CC1)c1ccccc1Cl	40.2	-7.6	3.6	0.6	0.1	1.9	7.5	2.5	-1.4	-0.9
45	CC12CN3CC(C)(CN(C1)C3c1cc(Br)ccc1O)C2=O (stereo unspecified)	7.2	1.4	15.5	9.2	0.3	-11.6	-2.5	-0.2	3.3	-0.1
46	COc1ccc(OC)c(CNC(=O)CCNC(=O)Cn2ccc3ccccc3c2=O)c1	23.1	-5.9	8.2	3.0	0.4	4.8	0.5	i	-9.9	·
47	Cc1cc(O)c(-c2cc(C(=O)Nc3sc4c(c3C(=O)NCc3ccco3)CCC4)[nH]n2)cc1C	15.0	0.7	-29.5	-4.5	1.3	-22.2	2.0	-0.3	-0.5	1.3
48	COc1cc2c(cc1OC)C(Nc1ccccc1)=NC(C)(C)C2	12.6	-1.4	3.9	-1.4	-0.5	1.2	1.7	-0.7	-1.2	2.3
49	O=C(Nc1sc2c(c1C(=O)O)CCCC2)c1cccs1	32.0	4.7	-1.9	-5.8	0.1	13.9	-1.5	-5.3	7.0	·
50	Cc1ccc(OCC(=O)NNC(=O)c2ccoc2C)c(Br)c1	-3.6	-4.3	1.1	-1.2	-0.8	-5.9	-2.4	-0.6	6.7	·
51	CN(Cc1ccccc1)S(=O)(=O)c1ccc(NC(=S)NC(=O)C2CCCCC2)cc1	19.2	5.2	-14.5	3.0	0.5	-42.8	-2.5	i	-0.8	-0.3

Some of the entries so far, field by field.
24: CCC(c1nnnn1Cc1ccco1)N(CCc1ccccc1)Cc1cc2cccc(C)c2[nH]c1=O (stereo unspecified)
  DUSP3 inh: 2.4	PriA SSB inh: 10.7	MazF activator: 6.3	Yp Topo-I inh: 19.8	PfHsp40 rescue: -0.2	Rv3671c protease: -3.4	Anthrax LF inh2: 1.0	BH1578 lux ind: -0.5	SARS 3CLpro inh: -5.8	TcdB inh: ·
50: Cc1ccc(OCC(=O)NNC(=O)c2ccoc2C)c(Br)c1
  DUSP3 inh: -3.6	PriA SSB inh: -4.3	MazF activator: 1.1	Yp Topo-I inh: -1.2	PfHsp40 rescue: -0.8	Rv3671c protease: -5.9	Anthrax LF inh2: -2.4	BH1578 lux ind: -0.6	SARS 3CLpro inh: 6.7	TcdB inh: ·
46: COc1ccc(OC)c(CNC(=O)CCNC(=O)Cn2ccc3ccccc3c2=O)c1
  DUSP3 inh: 23.1	PriA SSB inh: -5.9	MazF activator: 8.2	Yp Topo-I inh: 3.0	PfHsp40 rescue: 0.4	Rv3671c protease: 4.8	Anthrax LF inh2: 0.5	BH1578 lux ind: i	SARS 3CLpro inh: -9.9	TcdB inh: ·
34: O=C(NC(=S)Nc1ccc(N2CCOCC2)cc1)c1ccc2c(c1)OCCO2
  DUSP3 inh: -11.3	PriA SSB inh: 3.8	MazF activator: 3.0	Yp Topo-I inh: 12.1	PfHsp40 rescue: 0.7	Rv3671c protease: 4.9	Anthrax LF inh2: -0.8	BH1578 lux ind: i	SARS 3CLpro inh: 6.2	TcdB inh: ·

Source: PubChem (several laboratories)
